Bioassay records deposited in PubChem by National Center for Advancing Translational Sciences (NCATS).
GLP-1R agonist: agonists of human GLP-1 receptor. P43220. HEK293 GLP-1R CRE-luciferase, luminescence, 4-6 h; cells express a hypersensitive GLP-1R form. Potency, µM (doses to about 45.6 µM), without a hit: at the highest dose activation, actives largely listed as activators. actives 0.007% (n = 380,000). AID 624172; further: % of control where 0% means no effect
Target sequence (P43220 whole entry, looked up): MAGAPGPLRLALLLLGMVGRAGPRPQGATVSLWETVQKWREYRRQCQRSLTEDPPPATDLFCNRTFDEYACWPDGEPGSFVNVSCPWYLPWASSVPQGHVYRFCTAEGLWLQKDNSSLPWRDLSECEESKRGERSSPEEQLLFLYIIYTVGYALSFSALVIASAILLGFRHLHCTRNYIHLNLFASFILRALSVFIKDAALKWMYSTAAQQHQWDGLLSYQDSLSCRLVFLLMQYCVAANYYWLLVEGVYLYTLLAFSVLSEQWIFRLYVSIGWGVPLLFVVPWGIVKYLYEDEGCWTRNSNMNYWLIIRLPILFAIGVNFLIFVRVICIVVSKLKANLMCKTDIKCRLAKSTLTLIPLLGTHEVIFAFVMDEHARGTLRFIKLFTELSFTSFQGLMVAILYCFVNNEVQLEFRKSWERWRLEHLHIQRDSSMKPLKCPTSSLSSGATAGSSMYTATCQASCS
HT1080 IDH1KD tx: HT-1080 IDH1 knockdown cell toxicity (counter line) | HT-1080 IDH1 knockdown viability, ATP luminescence, 48 h | Potency, µM (titrated, usually from 46.1 µM), inactives show at the highest dose activity, negative = toxicity, most hits filed as cytotoxic | actives 2% (n = 360,000);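 further: 0% = DMSO wells and -100% = cell-free medium wells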
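After a 2 h attachment period, IDH1KD HT-1080 cells took pin-transferred compound for 48 h at 37 °C; ATP-based luminescence after 10 min room-temperature reagent incubation reported viability.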
HEK293 tox: cytotoxic in the GLP-1 receptor inverse agonist counter-screen. actives 0.13% (n = 410,000). Potency, µM (doses to about 38.3 µM), without a hit: at the top dose activity change, negative = inhibition, actives largely listed as inhibitors. HEK293 cAMP-luciferase reporter cells, luminescence, 24 h;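 further: loss of luciferase light is scored as toxicity; on the % scale 0 is the no-effect control and ±100 the full control effect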
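Compound-treated cells are incubated 24 hr at 37 deg C under 5% CO2 after a 12 hour attachment period, then luciferase detection reagent is added and luminescence is measured following 12 min at room temperature; lowered signal indicates toxicity.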
KB-3-1 tox: KB-3-1 parental cell cytotoxicity | KB-3-1 viability, CellTiter-Glo ATP luminescence, 72 h | AID 1347075 | Potency, µM (highest dose often 46.1 µM), for inactives: at the highest dose activity change, negative = cytotoxic, usual class: cytotoxic | actives 1.4% (n = 400,000); further: on the % scale 0 is the no-effect control and ±100 the full control effect; nearly all actives have a fitted effect of over 60% in size
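Cells are dispensed, compounds pinned in, plates held at 37 °C for 72 h, then CellTiter-Glo is added and luminescence read after 10 minutes. Cell line: parental KB-3-1 in phenol-red-free DMEM, 10% FBS.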
HT1080NT lethal: kills 2HG-producing HT-1080-NT fibrosarcoma cells; HT-1080-NT fibrosarcoma viability, CellTiter-Glo ATP luminescence, 48 h; AID 686970; actives 1.6% (n = 360,000); Potency, µM (titrated, usually from 46.1 µM), for the others: at the highest dose activity, negative = less viability, most hits filed as cytotoxic;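 further: NT is the 2HG producing partner of a matched IDH1 knockdown line; 0% = DMSO-treated cells and -100% = media-only wells without cells; nearly all actives have a fitted effect of over 55% in size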
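Toxicity toward the 2HG-producing NT line was scored as %Activity, normalised to DMSO and no-cell wells, from CellTiter-Glo luminescence after 48 hours' treatment.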
TDP43 rescue: rescues yeast growth from TDP-43 toxicity | TDP-43 expressing yeast growth rescue, BacTiter-Glo, 24 h | Potency, µM (highest dose often 46.1 µM), without a hit: top-dose growth rescue (activation), actives largely listed as activators | actives 1.8% (n = 410,000) | AID 652104; further: % of control where 0% means no effect; nearly all actives have a fitted effect of over 50% in size
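Luminescence from BacTiter-Glo reports growth of TDP-43-expressing yeast after 24 hr at 30 deg C with compound. Cells were raffinose-pregrown to mid-log, then seeded in galactose medium at OD600=0.02.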
GLP-1R inv ag: inverse agonists of human GLP-1 receptor | HEK293 GLP-1R CRE-luciferase, luminescence, 24 h; GLP-1R form is constitutively active | AID 624417 | Potency, µM (series often up to 38.3 µM), inactives show at the highest dose activity change, negative = inhibition, actives largely listed as inhibitors | P43220 | actives 1.6% (n = 410,000); further: on the % scale 0 is the no-effect control and ±100 the full control effect; nearly all actives have a fitted effect of over 55% in size
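qHTS in 1536-well format: reporter HEK293 cells expressing constitutive GLP-1R activity in DMEM + 10% Nu serum, 24 hr with compounds at 37 deg C, luminescence read after 12 min with detection reagent.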
SW480 rereplic: inducers of DNA re-replication in SW480 colon cancer cells; AID 624297; Potency, µM (doses to about 46.1 µM), for inactives: top-dose re-replication activation, most hits filed as activators; SW480 DNA re-replication, Hoechst DNA content imaging, 48 h; actives 1.8% (n = 340,000); further: % of control where 0% means no effect; nearly all actives have a fitted effect of over 55% in size
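Cells (250 per well) received 23 nL compound or DMSO by pin tool and were kept 48 hr at 37 C, 5% CO2. Nuclei were then stained with Hoechst for 40 min and scanned for DNA content.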
KB-V1 cytotox: kills drug-selected multidrug resistant KB-V1 cells; actives 3.4% (n = 400,000); AID 1347076; KB-V1 MDR cells viability, CellTiter-Glo, 72 h; Potency, µM (series often up to 46.1 µM), for inactives: at the top dose activity change, negative = cytotoxicity, most hits filed as cytotoxic; further: on the % scale 0 is the no-effect control and ±100 the full control effect; nearly all actives have a fitted effect of over 60% in size
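Potencies derive from concentration-effect curves fitted to normalized luminescence (CellTiter-Glo) of KB-V1 cells treated for 72 h at 37 degrees C in phenol-red-free DMEM containing 10% FBS.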
* marks the source's active call; other numbers are inactive results; ? = inconclusive; nt = not tested or not shown; [ ] = another dose, or the depositor's remark. The call rests on the fitted dose curve; in most records, active means well fitted curve in the direction sought with a large enough effect; inconclusive means small, poorly fitted or top-dose-only effect, or another doubt; inactive means no such curve, though single readings can be large; an effect the other way counts as inactive or inconclusive. Potency means the concentration at half of the fitted maximal effect.

Below each compound – GLP-1R agonist	HT1080 IDH1KD tx	HEK293 tox	KB-3-1 tox	HT1080NT lethal	TDP43 rescue	GLP-1R inv ag	SW480 rereplic	KB-V1 cytotox
O=C(Cn1c(NCCO)nc2ccccc21)c1ccco1
 : -1%	-3%[9.24 µM]	35%[activator]	8%	-6%	-16%	0%	3%	21%
O=C(c1cccc(Cl)c1)n1nc(-c2cccnc2)nc1NCc1ccccc1
 : nt	nt	0%	10%	nt	?	12%	nt	16%
COc1ccc(CCNC(=O)Cn2nnc(C(=O)Nc3cccc(C)c3C)c2N)cc1OC
 : 7%	-19%	-4%	13%	1%	-11%	-28%	-6%	1%
S=C(NC1CCCCC1)N1CCOCCOCCN(C(=S)NC2CCCCC2)CCOCCOCC1
 : 2%	?	?	?	?	26%	?	?	-10%
Cc1cc(C(=O)Cn2cnc3ccccc3c2=O)c(C)n1C1CC1
 : 4%	2%	-2%	6%	1%	-37%[inhibitor]	4%	-7%	-19%
COCCn1c(=S)[nH]c2ccccc21
 : 0%	11%	20%	7%	3%	10%	8%	-8%	-3%
Cc1ccccc1CN1CCc2c(OCC(=O)N3CCCCC3)cccc2C1=O
 : 17%	0%	0%[0.307 µM]	-4%	-14%	0%	-7%[0.307 µM]	0%	?
N#Cc1nc(-c2ccccc2Cl)oc1NCC1CCCO1 (configuration not stated)
 : 18%	0%	-10%	-18%	-3%	?	-15%	4%	-10%
CCCN(CC1CC1)C(=S)NC(=O)c1ccc(S(=O)(=O)N2CCOCC2)cc1
 : -2%	7%	-12%	5%	0%	-8%[0.397 µM]	17%	5%	-3%
Cc1cc(C)c(NC(=O)CNC(=O)[C@@H]2CCCN2C(=O)c2cccs2)c(C)c1
 : -4%	-1%	1%	-7%	4%	15%	12%	-31%[inhibitor]	15%
COc1ccc(S(=O)(=O)NC(C)C(=O)Nc2ccc3c(c2)OCO3)cc1OC (configuration not stated)
 : 18%	-4%	22%	6%	6%	-13%	0%	2%	7%
CC(C)N1C(=S)SC2CS(=O)(=O)C=C21 (configuration not stated)
 : -4%	1%	12%	9%	-3%	6%	15%	-2%	26%
C#CCN(C[C@H]1[C@H](OC(=O)NCc2ccccc2F)[C@H](OC(=O)NCc2ccccc2F)C[C@H]2C(=O)N(c3ccccc3)C(=O)[C@@H]12)S(=O)(=O)c1ccc(C)cc1
 : -2%	-1%	3%	4%	-8%	3%	11%	nt	6%
CCC(c1nnnn1C(C)(C)C)N1CCN(c2cc(Cl)ccc2C)CC1 (configuration not stated)
 : -1%	-20%	12%	-26%	-14%	-12%	?	?	0%
Cc1cc(C)n2c(NCc3ccccc3)c(-c3cc4ccccc4o3)nc2n1
 : 14%	?	4%	-21%	-27%	?	-26%	nt	?
COC(=O)c1ccccc1NC(=O)Nc1ccc2c(c1)OCO2
 : -7%	-4%	-19%	14%	11%	9%	4%	-3%	15%
CC1CC(C)CN(C(=O)c2nn(C)c3c2CS(=O)(=O)c2ccccc2-3)C1 (configuration not stated)
 : 5%	17%	-7%	-1%	12%	0%	-13%	0%	-25%
O=C1CCCC2=C1C(c1ccccc1)CC(=O)N2c1ccccc1 (configuration not stated)
 : -5%	10%	6%	12%	9%	5%	-29%	-6%	-27%
Cc1ccc(NC(=O)CN(C)S(=O)(=O)c2ccc3c(c2)n(C)c(=O)c(=O)n3C)cc1C
 : nt	nt	8%	1%	nt	20%	5%	nt	7%
CCc1nn(CCCC(=O)N2CCN(c3cccc(C)c3C)CC2)c(=O)c2cc3occc3n12
 : 24%	-14%	-5%	-10%	-29%	?	11µM*	-36%[inhibitor]	-18%
CCOc1ccc(C(CC(=O)O)NC(=O)C(CC)c2ccccc2)cc1 (configuration not stated)
 : -6%	0%	4%	11%	0%	-4%	6%	1%	?
O=C(NNc1c(Cl)cncc1Cl)c1sccc1Cl
 : 3%	-13%	1%	-4%	12%	-12%	-2%	-11%	?
Cn1c(NCCCO)nc2c1c(=O)n(Cc1ccccc1F)c(=O)n2C
 : -5%	1%	-13%	5%	5%	-17%	3%	5%	-2%
N#Cc1c(/N=C/c2cccs2)sc2c1CCCCC2
 : -6%	-21%	-3%	12%	-12%	0%	?	1%	-8%
O=C(O)/C=C/C(=O)N(Cc1ccc2c(c1)OCO2)C1CC(=O)N(CCc2ccccc2)C1=O (configuration not stated)
 : -6%	-6%	-10%	-2%	-2%	-17%	14%	-77%[inhibitor]	11%
CC(C)COc1ccc(C(=O)NCC2OCCc3ccccc32)cc1 (configuration not stated)
 : nt	nt	-15%	-9%	nt	26%	-26%	nt	-10%
O=C(CCNC(=O)c1ccc(Br)cc1)NCC1CCCO1 (configuration not stated)
 : -8%	4%	0%	10%	10%	10%	2%	-6%	29%
Cc1c(C(=O)N2c3ccccc3Sc3ccccc32)cccc1[N+](=O)[O-]
 : 2%	-30%	?	?	-21%	0%	1.8µM*	8%	-27%
Cc1ccc(-n2nc(C(=O)Nc3ccc(C)c(F)c3)c(=O)n(C)c2=O)cc1
 : nt	nt	-6%	-11%	nt	0%[9.22 µM]	-13%	nt	3%
COC(=O)C1=C(CCc2ccccc2)NC(=O)NC1c1ccc(Br)cc1 (configuration not stated)
 : 9%	1%	-19%	-1%	-1%	23%	?	8%	1%
Cc1c(NC(=O)CN2CCCC(C)C2)ccc2nsnc12 (configuration not stated)
 : 8%	27%	4%	-5%	6%	-11%	6%	2%	-4%
CCOC(=O)N1CCN(C(=O)CSc2ccc(C(F)(F)F)cc2[N+](=O)[O-])CC1
 : 8%	-15%	-18%	-10%	-11%	?	?	-3%	-24%
COc1cc2c(cc1OC)CN(CC(O)c1ccccc1)CC2 (configuration not stated)
 : 14%	1%	175%[activator]	18%	8%	-9%	10%	-15%	-2%
COc1ccccc1-c1nnc(SCC(=O)NC2CC2)n1C
 : 8%	0%	24%	nt	19%	-3%	8%	1%	nt
CCOC(=O)C1CCN(C(=O)c2cc(S(=O)(=O)N3CCCCCC3)ccc2OC)CC1
 : 4%	4%	-1%	-4%	-8%	4%	-22%	-4%	-12%
O=C1/C(=C/Nc2cccc([N+](=O)[O-])c2)CCc2ccccc21
 : 7%	-8%	4%[1.53 µM]	8%	1%	-8%	-26%	-2%	?
CC(C)C(=O)c1cn(CC(=O)NCC2CCCO2)c2ccccc12 (configuration not stated)
 : 0%	12%	-5%	1%	7%	-5%	3%	-12%	3%
COc1ccc(NC(=O)c2cccc(N3C(=O)C4C5C=CC(C5)C4C3=O)c2)cc1 (configuration not stated)
 : 0%	-3%	-6%	-7%	-1%	4%	-10%	-10%	-4%
CCCCNC(=O)CCCCC(=O)N/N=C/c1ccccc1Cl
 : -2%	10%	0%	10%	5%	20%	0%	-2%	?
COc1ccc(CCC(=O)NCCc2ccc(Cl)cc2)cc1
 : 6%	8%	14%	8%	-3%	?	-13%	-4%	24%

Some entries already given with just GLP-1R inv ag, HEK293 tox and KB-V1 cytotox:
SMILES	GLP-1R inv ag	HEK293 tox	KB-V1 cytotox
CCc1nn(CCCC(=O)N2CCN(c3cccc(C)c3C)CC2)c(=O)c2cc3occc3n12	11µM*	-5%	-18%
CC1CC(C)CN(C(=O)c2nn(C)c3c2CS(=O)(=O)c2ccccc2-3)C1 (configuration not stated)	-13%	-7%	-25%

More compounds.
Below each compound – GLP-1R agonist	HT1080 IDH1KD tx	HEK293 tox	KB-3-1 tox	HT1080NT lethal	TDP43 rescue	GLP-1R inv ag	SW480 rereplic	KB-V1 cytotox
Cc1nnc(NC(=O)CSc2ncc(-c3ccccc3)[nH]2)s1
 : 8%	13%	5%	23%	13%	4%	18%	-3%	0%
Cc1ccccc1C(=O)N(CC(=O)Nc1sc(C)c(C)c1C(N)=O)C1CCCC1
 : -1%	-1%	-2%	-14%	-26%	4%	?	1%	-25%
COc1ccc2c(c1OC)C(=O)N(c1nc(SC)n[nH]1)C2=O
 : -1%	?	13%	21%	22%	-26%	19%	0%	0%
CCCCNS(=O)(=O)c1ccc2nc(-c3cccnc3)cc(C(=O)NC3CCCC3)c2c1
 : 6%	-8%	-2%	5%	-7%	-11%	0%	-5%	0%
CCOC(=O)/C(N=Nc1ccc(Cl)cc1)=C(/O)c1ccc([N+](=O)[O-])cc1
 : -1%	9%	1%	-4%	7%	27%	9%	-2%	1%
CCOC(=O)Cn1nc(NC(=O)c2ccc(C(=O)OC)cc2)cc1C
 : 5%	-26%	-8%	19%	-18%	9%	7%	-10%	0%
Cc1ccc(OCC(=O)NNC(=O)C2CCC2)cc1C
 : -9%	-2%	-4%	-2%	-2%	18%	-23%	-2%	-4%
O=C(NN=C(Cc1ccccc1)Cc1ccccc1)C1CC1
 : -2%	19%	18%	1%	13%	11%	-9%	0%	10%
CCCC(C)NC(=O)Cc1ccc(S(=O)(=O)N2CCOCC2)s1 (configuration not stated)
 : 0%	4%	1%	-1%	0%	-11%	6%	-24%	2%
C#CCN1C=CC(=O)[C@@H](OC(=O)Nc2ccc(C)cc2)[C@H]1c1ccccc1Br
 : 2%	0%	7%	13%	-2%	-2%	2%	-4%	5%

As entered above.
Cc1cc(C(=O)Cn2cnc3ccccc3c2=O)c(C)n1C1CC1 in HEK293 tox is entered as -2%
Cc1nnc(NC(=O)CSc2ncc(-c3ccccc3)[nH]2)s1 in TDP43 rescue is entered as 4%
CC(C)C(=O)c1cn(CC(=O)NCC2CCCO2)c2ccccc12 (configuration not stated) in KB-3-1 tox is entered as 1%

Remaining list, next part.
Below each compound – GLP-1R agonist	HT1080 IDH1KD tx	HEK293 tox	KB-3-1 tox	HT1080NT lethal	TDP43 rescue	GLP-1R inv ag	SW480 rereplic	KB-V1 cytotox
NS(=O)(=O)c1ccc(NC(=O)COC(=O)c2ccc3c(c2)OCCO3)cc1
 : 4%	-7%	-1%	7%	-4%	8%[9.22 µM]	44%[activator]	-6%	3%
Cc1cc2nc(-c3ccccc3)c(Cc3ccccc3)n2c(C)c1Br
 : 0%	-16%	3%	-4%	?	17%	7%	nt	-3%
COc1ccc(CNCCNC(=O)c2cccs2)cc1OC
 : 5%	5%	3%	-2%	-5%	-3%[0.397 µM]	12%	-8%	9%
COc1cc(C=O)c(Br)cc1OCC(=O)NCCc1ccccc1
 : 17%	?	-9%	2%	-23%	1%	-8%	-1%	1%
